# Source: PubChem BioAssay (several laboratories)
# DAGLB inh: blocks human DAGLB lipase activity; Q8NCG7; HEK293T DAGLB membrane lysate, EnzChek fluorogenic substrate; inhibition, % at 5.17 µM; hit rate 0.059% among 340,000; AID 504411; in the data active = inhibition above about 34%;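 also: 0% = enzyme with vehicle and 100% = wells lacking enzyme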
# PKA-R2B act: activators of human PKA-R2B complex | hit rate 0.079% among 340,000 | PKA-R2B holoenzyme dissociation, Cy5-IP20 fluorescence polarization; R2B truncated from residue 108, S112A mutant; 0% DMSO only, 100% 113 µM cGMP | activation, % at 11.4 µM;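 active = activation above a cutoff set at the mean over all compounds plus 3 SD, cut at about 18% in these data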;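 also: higher means more holoenzyme dissociation and a rise in polarization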
# Rtt109 Vps75: blocks Candida albicans Rtt109/Vps75 acetyltransferase activity. inhibition, % at 34.9 µM. purified Rtt109/Vps75, ThioGlo CoA-SH fluorescence, 4 h. hit rate 0.16% among 330,000;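 active = inhibition of at least 50% in every replicate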
# Target sequence (Q5AAJ8 whole entry, looked up): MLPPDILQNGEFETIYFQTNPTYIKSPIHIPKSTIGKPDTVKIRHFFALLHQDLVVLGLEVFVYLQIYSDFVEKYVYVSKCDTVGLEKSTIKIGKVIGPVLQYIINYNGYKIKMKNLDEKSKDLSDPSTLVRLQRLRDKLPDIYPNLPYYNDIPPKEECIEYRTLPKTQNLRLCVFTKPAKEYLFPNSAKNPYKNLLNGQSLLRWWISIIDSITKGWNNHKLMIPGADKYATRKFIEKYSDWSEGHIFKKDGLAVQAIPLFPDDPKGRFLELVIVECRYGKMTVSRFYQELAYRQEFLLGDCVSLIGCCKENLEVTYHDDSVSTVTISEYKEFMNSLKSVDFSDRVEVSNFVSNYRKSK
# SR-BI DiI-HDL act: enhances SR-BI lipid uptake from DiI-HDL. activation, % at 12.5 µM. CHO ldlA[mSR-BI] cells, DiI-HDL uptake fluorescence, 3 h; 100 = double the neutral-control signal. hit rate 0.096% among 320,000;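 active = mean replicate activation of at least 60% and every replicate at or above 60%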;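 also: 0% = median plate neutral-control signal and 100% = twice that signal; values of inactives mirror those of a sister screen read the other way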
#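 Test system: SR-BI-overexpressing, LDLR-lacking CHO cells; Also added: labelled HDL, 10 µg/mL; Measured by: bottom-read cell fluorescence after medium removal, ex 550/em 595 nm; Timing: 3 h uptake period with compound, 37 °C; Buffer or medium: F12, 0.5% BSA, 25 mM HEPES; Doses: single compound concentration, delivered by pin transfer.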
# LANA DNA inh: blocks KSHV LANA C-terminal domain binding to DNA; MBP-C-LANA/FAM-LBS DNA binding, fluorescence polarization; inhibition, % at 9 µM; hit rate 0.078% among 340,000; AID 504423;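 active = highest replicate inhibition at or above 60% at 9 µM, even if other replicates fall short; inactive = all replicates below 60% inhibition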;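 also: 0% = neutral control wells and 100% = 4 µM acridine orange control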
# Keap1 Nrf2 FP: inhibitors of human Keap1-Nrf2 protein-protein interaction | Q14145 | Keap1 Kelch-Nrf2 peptide fluorescence polarization, 1536-well | inhibition, % at 9.4 µM | hit rate 0.15% among 340,000; in the data active = inhibition above about 12%;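 also: human Keap1 Kelch domain with fluorescein labeled Nrf2 9mer peptide probe; 0% = neutral control wells and 100% = peptide positive control; higher means more block of Keap1 binding to Nrf2 peptide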
# Target sequence (Q14145 whole entry, looked up, the tested form may be a part): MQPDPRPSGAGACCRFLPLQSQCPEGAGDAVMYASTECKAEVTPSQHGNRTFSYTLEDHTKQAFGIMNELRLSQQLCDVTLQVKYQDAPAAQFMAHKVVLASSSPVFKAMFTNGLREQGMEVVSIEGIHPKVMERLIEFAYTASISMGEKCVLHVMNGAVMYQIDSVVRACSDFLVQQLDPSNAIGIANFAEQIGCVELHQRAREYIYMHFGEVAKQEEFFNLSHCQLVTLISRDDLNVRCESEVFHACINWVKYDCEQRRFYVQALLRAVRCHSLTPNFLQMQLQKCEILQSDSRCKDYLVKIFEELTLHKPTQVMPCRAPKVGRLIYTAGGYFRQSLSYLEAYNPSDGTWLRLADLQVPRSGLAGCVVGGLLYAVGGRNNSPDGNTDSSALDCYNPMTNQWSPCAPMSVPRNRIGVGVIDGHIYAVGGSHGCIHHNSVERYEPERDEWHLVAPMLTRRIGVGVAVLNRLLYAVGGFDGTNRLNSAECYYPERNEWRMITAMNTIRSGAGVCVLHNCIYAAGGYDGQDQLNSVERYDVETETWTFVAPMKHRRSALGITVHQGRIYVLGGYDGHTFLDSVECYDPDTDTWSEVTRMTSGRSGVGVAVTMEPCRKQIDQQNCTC
# RTF Ca sens inh: cardiac RTF calcium desensitization; P19429+P45379; IANBD-labeled cardiac RTF, Ca2+ fluorescence; hit rate 0.12% among 340,000; AID 493244; inhibition, % at 7.15 µM;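 active = inhibition above the mean inhibition of all tested compounds plus 3 SD, cut at about 17% in these data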;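 also: assay run at fixed EC70 calcium of 1.6 mM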
# CAL PDZ FP-1: blocks peptide binding to the human CAL PDZ domain; Q9HD26; purified CAL PDZ, TMR-peptide fluorescence polarization, 1 h; inhibition, % at 24.9 µM; hit rate 0.92% among 300,000; AID 602252;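 active = mean inhibition of at least 30% with at least half of replicates also reaching 30%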;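 also: 0% = DMSO neutral control and 100% = excess unlabeled competitor peptide PRC23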
# RTF Ca sens act: increases calcium sensitivity of human cardiac regulated thin filaments; IANBD-labeled TnC RTF fluorescence at EC20 calcium; 0% EC20 calcium, 100% full calcium; activation, % at 7.2 µM; hit rate 0.24% among 340,000; AID 493008;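 active = activation above the mean over all tested compounds plus 3 SD, cut at about 30% in these data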;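 also: rise in fluorescence read as greater calcium sensitivity of cardiac thin filaments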
# CAL PDZ FP-2: human CAL PDZ-peptide interaction inhibition | inhibition, % at 20 µM | purified CAL PDZ, TMR-peptide fluorescence polarization, 1 h | Q9HD26 | hit rate 0.02% among 330,000 | AID 504414;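 active = highest replicate inhibition of at least 40%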;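 also: plate controls were DMSO neutral control wells for no effect and unlabeled competitor peptide control wells for full effect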
#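 System: tagged CAL PDZ domain. Schedule: 1 h room-temperature incubation prior to read. Signal: fluorescence polarization (mP). Measure: percent inhibition from loss of millipolarization.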
# An asterisk follows results filed as active; · = no result given.
# Preview:
SMILES,DAGLB inh,PKA-R2B act,Rtt109 Vps75,SR-BI DiI-HDL act,LANA DNA inh,Keap1 Nrf2 FP,RTF Ca sens inh,CAL PDZ FP-1,RTF Ca sens act,CAL PDZ FP-2
COc1cc2c(cc1OC)C(C)N(C(=O)Cn1ncc3c1-c1cc(C)ccc1OC3)CC2 (stereo unspecified),1,4,19,-30,0.3,-4,-6,·,4,-0.1
CCOc1cc(C2C(C(=O)OC)=CN(C3CCCC3)C=C2C(=O)OC)cc(Br)c1O,-5,4,-29,-20,0.1,2,0,-2,6,-0.6
COc1ccc(OCC(=O)Nc2ccc(S(=O)(=O)N3CCOCC3)cc2)cc1,-2,-7,0,-6,-2.9,1,0,-2,8,-0.3
CCC(C)Sc1nc(C)nc2c1c(=O)n(C)c(=O)n2C (stereo unspecified),-9,1,-3,4,-0.3,5,3,-1,4,-3.0

# All compounds of this part, repeating the preview:
SMILES,DAGLB inh,PKA-R2B act,Rtt109 Vps75,SR-BI DiI-HDL act,LANA DNA inh,Keap1 Nrf2 FP,RTF Ca sens inh,CAL PDZ FP-1,RTF Ca sens act,CAL PDZ FP-2
COc1cc2c(cc1OC)C(C)N(C(=O)Cn1ncc3c1-c1cc(C)ccc1OC3)CC2 (stereo unspecified),1,4,19,-30,0.3,-4,-6,·,4,-0.1
CCOc1cc(C2C(C(=O)OC)=CN(C3CCCC3)C=C2C(=O)OC)cc(Br)c1O,-5,4,-29,-20,0.1,2,0,-2,6,-0.6
COc1ccc(OCC(=O)Nc2ccc(S(=O)(=O)N3CCOCC3)cc2)cc1,-2,-7,0,-6,-2.9,1,0,-2,8,-0.3
CCC(C)Sc1nc(C)nc2c1c(=O)n(C)c(=O)n2C (stereo unspecified),-9,1,-3,4,-0.3,5,3,-1,4,-3.0
Cc1ccccc1NC(=O)COc1cccc2c1CCNC2=O,-4,0,-1,-7,2.5,0,-15,-3,-4,-0.2
CCOC(=O)c1c(CN(CC)CC)n(C)c2cc(Br)c(O)cc12,-1,-6,17,·,-1.1,-3,2,1,-6,-2.2
Cc1ccc(F)c([C@H]2[C@H]3C=CC[C@@H](C)[C@@H]3C(=O)N2Cc2ccccc2)c1,-9,-11,3,25,-1.2,4,-1,-4,1,0.6
CCC1(c2ccc(F)cc2)NC(=O)N(CC(=O)Nc2cccc(S(=O)(=O)N3CCOCC3)c2)C1=O (stereo unspecified),-2,-7,-1,-5,-1.1,-1,1,-5,2,-0.3
NC(=O)C1CCN(C(=O)COc2ccc3c4c(c(=O)oc3c2)CCCC4)CC1,-1,-1,2,-8,2.0,0,-2,2,2,0.3
O=C1Nc2ccc(F)cc2C12Nc1ccccc1-c1nnc(SCc3ccccc3)nc1O2 (stereo unspecified),12,-5,-7,·,1.2,-8,-6,-1,3,-2.2
C[C@H](CO)N1C[C@H](C)[C@@H](CN(C)S(C)(=O)=O)Oc2c(NC(=O)Cc3ccccc3)cccc2C1=O,4,-6,-6,-3,-1.8,-8,-1,5,5,0.6
CN(C(=O)c1ccc(Cl)c(S(=O)(=O)N2CCOCC2)c1)c1ccccc1C(=O)O,4,-3,0,27,-0.1,-3,8,-4,1,-0.1
COc1cc2[nH]c(=S)n(CCCN3CCOCC3)c(=O)c2cc1OC,0,-8,25,20,-0.9,2,11,-3,2,-3.9
CC(C)(C)c1cc(Cl)c(O)c(NC(=S)NC(=O)c2cccnc2)c1,8,5,2,-24,2.4,1,-14,-5,2,-1.9
COCCNC(=O)c1csc2c1CCCC2,0,6,4,10,2.3,3,6,-3,-4,-2.0
CC1=[N+](C)N(c2ccccc2)C(=O)C1N=Cc1c(Cl)cccc1Cl (stereo unspecified),-2,-3,-1,-21,1.0,1,5,2,-1,-0.1
CC(C)n1c(=O)[nH]c2ccccc21,-3,-4,1,23,0.0,-2,2,-2,1,-1.8
CCOC(=O)/C(C#N)=C/c1ccc(-c2ccsc2C(=O)OC)o1,1,-5,0,-5,-1.2,-8,-9,-2,8,-1.0
CC(c1ccccc1)C1CC(=O)N(CC(=O)O)C1=O (stereo unspecified),-1,-7,0,23,-3.1,0,-4,-2,2,-2.7
O=c1[nH]c(CN2CCN(c3ccc(O)cc3)CC2)nc2scc(-c3ccc(Cl)cc3)c12,4,2,-3,-59,-1.1,-1,0,0,1,-0.5
CCC(=O)Nc1ccc(C(=O)CSc2nc3ccc(C)cc3[nH]2)cc1,1,7,48,-12,1.7,-1,-8,-1,-15,-1.2
CCOC(=O)Nc1ccc2c(c1)N(C(=O)N1CCN(C)CC1)c1ccccc1CC2,1,-1,5,6,-0.4,-5,-2,-3,3,-3.7
Cc1ccc(C)c(NC(=S)N2CCC(c3nc4ccccc4s3)CC2)c1,-3,-3,6,2,2.6,-3,-2,-3,-1,-0.2
CCCCN(CC)C(=O)c1cccc(Cl)c1,1,-6,0,9,-0.8,0,3,-3,-4,-1.1
CCOc1ccc(/C=N/NC(=O)c2cc(-c3cccn3C)n[nH]2)cc1,1,0,15,-57,0.7,-2,3,9,4,-0.8
CC(C)(C)OC(=O)NC(Cc1ccccc1)C(=O)O (stereo unspecified),-1,12,-2,34,11,-4,-10,-1,14,-1.9
Cc1ccc(N(CC(=O)NCc2ccncc2)S(C)(=O)=O)cc1Cl,-2,-2,10,-4,0.8,-1,-6,9,-5,-1.3
Nc1cc(C(F)(F)F)ccc1Nc1ccccc1,-2,4,16,8,-1.8,-2,0,0,3,-2.5
CCN(c1ccccc1)S(=O)(=O)c1ccc2[nH]cc(C(=O)NCCOC)c(=O)c2c1,2,3,-2,17,-1.2,-1,-5,-3,-4,-1.5
O=C(Nc1cccc(-c2nnn(CC(=O)N3CCc4ccccc4C3)n2)c1)C1CCC1,2,13,-1,-39,2.1,-5,-11,-5,3,-1.6
c1ccc(CCc2nc(-c3ccc(-n4cccc4)cc3)no2)cc1,-10,-2,-15,6,0.0,-1,-8,·,-7,0.0
COc1ccc(-c2nc(N)n(C(=O)c3ccccc3Cl)n2)cc1,-3,2,1,7,-1.4,-4,0,3,7,-1.7
CC[C@@]1(C(=O)OC)N[C@H](CN(C)C(=O)NC(C)C)[C@@H]2C(=O)N(C)C(=O)[C@@H]21,-3,2,11,-2,1.0,2,-3,-4,2,0.4
CO/N=C(\c1nonc1N)N1CCN(c2ccc([N+](=O)[O-])cc2Cl)CC1,-4,1,7,21,1.5,-1,-9,-4,4,-2.1
OCCOc1ccc(C2=NCCO2)cc1,4,-7,0,15,1.0,-6,5,·,0,-0.1
CC(=O)Nc1sc(C)c(C)c1CN1CCN(S(=O)(=O)c2ccccc2)CC1,-2,0,11,0,-0.9,-4,6,-2,-2,-0.5
CCCNc1nc(OCC(F)(F)F)nc(OCC(F)(F)F)n1,-1,4,6,0,-0.4,-2,1,0,-1,-2.0
COc1ccc(OC)c2sc(NC(=O)CCSc3ccccc3)nc12,1,-6,9,-13,0.7,-7,-4,0,4,0.3
CCN/N=C(\Cc1nc2ccccc2[nH]1)c1ccccc1,6,14,5,-13,-1.2,-4,-3,-1,6,-11
COc1cccc(/C=C/C(=O)c2c(O)cc(C)oc2=O)c1O,-2,-9,8,32,-1.1,5,0,2,-2,-0.5
CCC(=O)NNc1nc2c(C)c(C)ccc2s1,0,7,1,-13,0.9,-2,0,2,4,-3.5
Cc1ccc2cc(CCNC(=O)c3ccc4c(c3)OCO4)c(=O)[nH]c2c1,-2,-3,-14,5,1.7,-5,-1,·,-4,-2.1
O=C(CS(=O)(=O)c1ccccc1)NCc1ccc(Cl)cc1,1,3,-22,13,-0.1,-2,-14,0,-3,-2.9
Cc1ccc2c(COC(=O)C34CC5CC(CC(C5)C3)C4)cc(=O)oc2c1,2,15,4,7,1.6,-3,-17,19,2,-0.4
CN(C)CCNc1nc2c(c(=O)[nH]c(=O)n2C)n1CC(O)COc1ccc(Cl)cc1Cl (stereo unspecified),2,5,0,16,1.0,2,1,-5,9,-6.0
CC(C)(C)C(=O)N1CCN(c2ccc(NC(=O)c3ccc([N+](=O)[O-])o3)cc2)CC1,0,6,3,13,-2.3,-1,-4,-6,-2,-1.0
COc1ccc(S(=O)(=O)Nc2ccc(-c3ccc4nncn4n3)cc2)c(OC)c1,1,-3,1,-4,0.8,-5,-9,-6,0,-3.8
Cc1nc2nc[nH]n2c(=O)c1CCOC(=O)c1c(F)cccc1F,4,3,·,19,-1.5,1,-13,10,4,-0.7
CCOC(CN=c1nc(N(C)C)ss1)OCC,1,3,1,4,-0.3,1,-4,-2,-7,0.3
Cc1c(-n2c(SCC(N)=O)nc3ccccc3c2=O)c(=O)n(-c2ccccc2)n1C,0,-1,2,34,-0.5,-2,-7,-2,2,0.3
Cc1oc(-c2ccc3c(c2)OCCO3)cc1C(=O)NC(CCC(=O)O)C(=O)O (stereo unspecified),0,-13,4,31,-0.5,-3,14,-1,12,-1.1
CCN(CC)S(=O)(=O)c1ccc(Cl)c(NC(=O)COC(=O)c2cccn2C)c1,-1,-13,-4,-19,-0.5,4,0,·,0,-0.7
O=C1c2cccc3cccc(c23)C(=O)N1CCCSc1ncn[nH]1,0,3,-23,-8,0.2,1,5,12,3,-2.5
Cc1ccc(S(=O)(=O)Nc2ccc(N3CCCCC3)cc2)cc1,-1,-5,0,1,0.2,2,-1,0,4,-0.3
CC(=O)/C(=N\Nc1ccccc1Cl)Sc1nnc(-c2ccccc2)n1-c1ccccc1,-3,-1,0,17,0.5,3,-23,2,-8,1.0
CCCCOC(=O)CSc1nc(N)c(C#N)c(-c2ccc(OC)cc2)c1C#N,-3,-5,-5,-15,0.5,-4,0,26,-2,-6.6
CC(C)CC(OC(=O)c1nsc(Cl)c1Cl)C(=O)NCc1cccs1 (stereo unspecified),-4,-11,-5,17,-2.0,-2,-2,1,9,-2.0
Cc1cc(C)nc(N/N=C/c2ccco2)n1,-3,10,-1,-8,0.2,-5,-3,-2,0,-1.9
C/C=C/c1ccc(OCC(O)CNCC(c2ccc(OC)cc2)N(C)C)c(OC)c1 (stereo unspecified),-3,-2,-3,0,-3.5,0,-7,-1,-3,0.5
CCOC(=O)Cn1c(C(C)=O)nc2ccccc21,-1,-5,-1,·,-0.6,3,-1,-2,5,0.0
# Additional structures.
SMILES,DAGLB inh,PKA-R2B act,Rtt109 Vps75,SR-BI DiI-HDL act,LANA DNA inh,Keap1 Nrf2 FP,RTF Ca sens inh,CAL PDZ FP-1,RTF Ca sens act,CAL PDZ FP-2
Cc1ccc(S(=O)(=O)N2CCOCC2)cc1C(=O)OC1CCOC1=O (stereo unspecified),0,6,-6,30,-0.7,-1,-10,0,2,-1.4
CN(CCO)C1=NS(=O)(=O)c2cc([N+](=O)[O-])ccc21,-1,-5,-2,7,-0.3,3,-8,1,-5,0.4
CCNc1ccc(C(=O)OCC)cc1NC(=O)c1cccc(S(=O)(=O)N(C)c2ccccc2)c1,-2,1,-3,-57,0.8,-2,-4,0,-2,-1.0
O=C(N/N=C/c1ccc2c(c1)OCO2)c1cccs1,0,0,29,2,-0.5,-3,-5,-2,-6,-5.6
